# FN deposition inh: inhibitors of fibronectin matrix deposition, primary screen, AH1F cells, Alexa488-fibronectin fluorescence, plate reader; AH1F fibroblasts, overnight; actives 0.086% (n = 350,000); AID 743247, 2014; inhibition, % at 12.6 µM;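 active means mean inhibition across replicates of 30% or more, regardless of how many single replicates reach that level; inconclusive means mean under 30% yet at least half of replicates reach 30%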;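 further: positive control wells lacked labelled fibronectin entirely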
#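 Assay system: AH1F fibroblasts / Quantity: 10000 cells per well / Medium: DMEM plus 2% serum, read in PBS / Reagent: labelled fibronectin 24 nM / Dosing: single dose, pinned / Times: 1 h cell attachment, overnight exposure to compound and label / Signal: fluorescence, ex 485 nm, em 525 nm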
# LGR2 antag: inhibitors of bursicon-induced LGR2 CRE-luciferase signal, primary screen, cell-based, HEK293, CRE-luciferase reporter, bursicon stimulation. Drosophila bursicon receptor LGR2 (rickets). bursicon-stimulated, 4 h. inhibition, % at 9.99 µM. actives 0.35% (n = 380,000);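 active means drop in luminescence signal, shown as inhibition above about 50% in the replicate tests, limit read from the data, passing the limit was not always enough; inconclusive means probably only some replicates passing the limit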;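 further: agonist challenge used bursicon conditioned medium at about half maximal strength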
# EWS-Fli inh: EWS/Fli-driven NR0B1 reporter inhibitors, primary screen, A673 cells, NR0B1 luciferase, luminescence, MLPCN library; viability-normalised; inhibition, % at 12.6 µM; actives 0.67% (n = 350,000); AID 651661, 2012;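 active means mean inhibition of at least 50% after viability correction, with every replicate also passing that limit; inconclusive means mean reaches 50% but only one of two replicates passes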;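 further: firefly luciferase signal divided by Alamar Blue viability fluorescence both relative to DMSO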
# miR-122 sensor: miR-122 Renilla sensor signal increase in Huh7, primary screen, miR-122 inhibitor project, cell-based, single point, plate reader | Huh7 miR-122 Renilla luciferase sensor, 48 h; neutral wells = 0, positive control = 100 | activation (reporter increase), % at 12.5 µM | actives 0.3% (n = 340,000);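 active means mean replicate activation score at least 90 and every replicate individually at or above 90; inconclusive means only one of the two criteria met; inactive means neither criterion met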;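 further: higher luciferase means less miR-122 activity so hits act as miR-122 inhibitors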
# PGC1a acetyl inh: inhibitors of PGC1a acetylation signal, primary screen, cell-based, U2OS, AlphaScreen, inhibitor mode. actives 0.17% (n = 350,000). inhibition, % at 15.6 µM. AlphaScreen anti-acetyl-lysine; with virally co-expressed GCN5 acetyltransferase. AID 651687, 2012;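 active means every replicate shows inhibition of at least 40%; inconclusive means mean inhibition at least 40% but some replicate below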;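 further: 0% = neutral control wells and 100% = positive control wells; some results beyond the cut were filed as inactive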
# Cneo AK release: Cryptococcus neoformans cell lysis inducers, primary screen, AK release luminescence, single concentration | C. neoformans lysis, adenylate kinase release luminescence, 4 h; normalised: neutral wells 0, clomiphene wells 100 | lysis activity, % at 15 µM | actives 0.2% (n = 360,000) | AID 651654, 2012;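 active means mean lysis activity across replicates of at least 80%, whatever share of replicates individually reach that level; inactive means mean lysis activity below 80%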
#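 Signal: Adenylate kinase release luminescence | Assay system: Log-phase Cryptococcus neoformans yeast cells | Input: Cells at 5 × 10^6 per mL | Buffer or medium: Fresh YPD growth medium | Compound: Single dose | Schedule: Static 4 h at 37 °C with compound, 1 h detection | Controls: Clomiphene | Read-out: Luminescence rise reflecting yeast cell lysis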
# CASP6 VEID inh: human caspase-6 inhibitors, primary screen, biochemical, VEID-R110 fluorescence, single point, set 2; P55212; purified caspase-6, Z-VEID-R110 cleavage fluorescence; inhibition, % at 12.5 µM; actives 0.53% (n = 350,000);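 active means mean inhibition across replicates at least about 35%, with every replicate also reaching that limit, limit read from the data; inconclusive means only one of the two criteria met; inactive means neither criterion met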;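 further: 0% = median of neutral control wells and 100% = no fluorescence left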
# Target sequence (P55212 24-179 limits assumed): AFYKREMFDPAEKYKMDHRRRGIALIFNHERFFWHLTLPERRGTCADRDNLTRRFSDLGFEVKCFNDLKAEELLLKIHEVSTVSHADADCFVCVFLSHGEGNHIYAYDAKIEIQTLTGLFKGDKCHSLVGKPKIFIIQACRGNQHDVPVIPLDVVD
# Target sequence (P55212 194-293 limits assumed): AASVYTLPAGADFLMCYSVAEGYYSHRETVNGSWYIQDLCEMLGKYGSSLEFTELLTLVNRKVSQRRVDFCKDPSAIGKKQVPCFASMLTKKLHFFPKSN
# PAX8 inh HTS: inhibitors of PAX8-driven TPO luciferase reporter, primary screen, RMG-I cells, single concentration | SteadyGlo, 24 h | inhibition, % at 12.6 µM | actives 1.2% (n = 360,000);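 active means mean replicate inhibition at least 60% with every replicate also reaching 60%; inconclusive means only one of the two criteria is met; inactive means mean below 60% and not all replicates reaching 60%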;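 further: luciferase light reporting Pax8 driven TPO promoter activity; plate controls were median of neutral control wells for no effect and mitoxantrone controls for full effect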
# The depositor's hits bear a star; ? = inconclusive; . = no result given; & = joins results of further samples; [ ] = dose if it differs, or a comment.
# Values run as follows: FN deposition inh	LGR2 antag	EWS-Fli inh	miR-122 sensor	PGC1a acetyl inh	Cneo AK release	CASP6 VEID inh	PAX8 inh HTS
Cc1ccsc1CN(C)C(=O)C(NC(=O)c1cccc(S(=O)(=O)N2CCOCC2)c1)C(C)C (configuration not stated)
 : 0	-8	-2	-8	-9	2	2	17
CN1CCC(N(C)S(=O)(=O)c2ccc(NC(=O)COc3ccc(F)cc3)cc2)CC1
 : 0	2	1	.	-9	1	-25	8
C[C@@H]1CCCCO[C@H](CN(C)Cc2ccccc2)[C@@H](C)CN([C@H](C)CO)C(=O)c2cc(NC(=O)Nc3ccc(F)cc3)ccc2O1
 : .	-5	-6	1[16.7 µM]	-2	4	-2	-6
COc1ccc(NC(=O)CSc2nnc(NC(=O)c3ccccc3C(=O)O)s2)cc1
 : 5	28	6	1	6	1	0	-4
O=C(NCCS(=O)(=O)c1ccc(Br)cc1)c1ccc(Cl)cc1
 : 2	-6	0	.	.	-1	-2	.
COCCN1CCC(CNCc2cn(-c3cc(C)ccc3C)nc2-c2ccccc2)C1 (configuration not stated)
 : -5	13	4	.	.	.	-81	11
Cc1ccc(-c2nc(C(=O)O)cs2)cc1
 : -3	-5	3	.	.	.	0	-1
COc1ccc(CCC(=O)N/N=C/c2ccc3c(c2)OCO3)cc1
 : 0	.	-11	.	.	.	2	-7
CN(CC(=O)Nc1ccc(Cl)c(C(F)(F)F)c1)C(=O)c1cc(=O)c2ccccc2o1
 : .	6	1	-3	2	-1	4	11
Cc1ccccc1OCC(=O)OC(C)C(=O)NC1CCCC1 (configuration not stated)
 : 7	-6	11	-5	3	-1	0	-1
O=C(O)CC1Sc2nnc(COc3ccc(Cl)cc3)n2N=C1c1ccccc1 (configuration not stated)
 : 8	3	11	-5	.	-1	1	9
CCC(=O)Oc1ccc2c(C)c(Cl)c(=O)oc2c1
 : 0	.	.	0	6	-5	.	-11
CC1CCc2cc(F)ccc2N1C(=O)C12CCC(C)(C(=O)O1)C2(C)C (configuration not stated)
 : 3	-10	-5	3	-11	.	4	5
Cn1c(CN2CCCC2)nc2cc(NS(=O)(=O)c3ccccc3)ccc21
 : .	-1	.	1	0	-1	-1	.
CC(C)(C)N1C(=O)[C@H]2[C@@H](c3ccc(Br)cc3)N3C(=O)N(c4cccc(Cl)c4)C(=O)[C@@]3(C)[C@H]2C1=O
 : 1	19	-3	.	.	0	-5	-4
O=C(CCCn1nnc2ccccc2c1=O)N[C@@H](Cc1ccccc1)C(=O)O
 : 15	-18	1	-5	0	1	-2	15
O=C(C[C@@H]1C=C[C@@H](NC(=O)Nc2ccccc2F)[C@H](CO)O1)NCc1ccc(Cl)cc1
 : .	13	-3	.	-3	0	-4	-1
CN(C)S(=O)(=O)c1ccc(NC(=O)CN2CCOCC2)cc1
 : 7	21	9	-4	.	.	0	-16
CCOc1ccc(-c2cc(CCCC(=O)NCCc3ccc(OC)c(OC)c3OC)no2)cc1
 : 0	-18	.	-1	-70	-1	.	.
CO[C@H]1CN(C)C(=O)c2cc(NC(=O)c3ccccc3F)ccc2OC[C@H](C)N(C(=O)c2ccccc2F)C[C@H]1C
 : -1	5	6	.	1	-5	0	10
COC(C/C=C/[C@H](O)COCc1ccccc1)OC
 : 15	-8	-4	0	.	5	.	-1
Cn1c(SCC(=O)NC2CCCC2)nnc1-c1cccs1
 : 1	0	-14	.	.	-2	0	-6
Cn1c(SCC(=O)NCCc2ccccc2)ncc(C(=O)Nc2ccccc2)c1=O
 : 0	5	2	4	.	-2	-7	5
Cc1noc(C(=O)Nc2ccc3c(c2)OCO3)c1Cl
 : -7	-21	-38	-1	6	-4	-3	-59
O=C(COc1ccc(-c2nnco2)cc1)NC1CCCc2ccccc21 (configuration not stated)
 : -12	.	.	-6	-11	2	.	.
COc1ccc(NC(=O)N(C)C[C@@H]2Oc3c(NS(=O)(=O)c4ccccc4)cccc3C(=O)N([C@H](C)CO)C[C@H]2C)cc1
 : .	-9	0	3[16.7 µM]	-22	.	.	-31
C[C@H](CO)N1C[C@H](C)[C@@H](CN(C)C(=O)NC2CCCCC2)Oc2ccc(NC(=O)CCCCCC(=O)Nc3ccccc3N)cc2CC1=O
 : -6	-3	-4	-4[16.7 µM]	6	-3	1	.
COc1ccc(-c2ccc([C@@H]3[C@@H](C#N)N(C(=O)NC4CCCCC4)[C@H]3CO)cc2)cc1
 : -11	1	-1	.	-2	-4	-1	10
CO[C@@H]1CC[C@@H]2CCOc3ccc(C#N)cc3C(=O)N(C)C[C@@H](C)C(=O)N(C)C[C@@H]1O2
 : -3	-5	-5	.	.	2	-1	3
CCn1nc(C)c(Br)c1-c1nc(-c2ccc(C)cc2)no1
 : 4	-19	-14	2	6	0	2	-17
COc1ccc(OC)c(CN2CCN(C(=O)c3cccc(S(=O)(=O)Nc4ccc(C)cc4)c3)CC2)c1
 : 4	8	-1	15	-2	-1	3	7
COc1ccc(CN(C)C(=O)c2ccccc2OCc2c(C)noc2C)cc1OC
 : 6	-6	3	-7	-2	0	1	-5
CCNC(=O)Nc1ccc2c(c1)C(=O)N(C)[C@@H]1CC[C@@H](CC(=O)N[C@@H](C)c3ccccc3)O[C@@H]1CO2
 : 1	-9	-10	.	.	1	0	-6
Cc1cc(=O)oc2cc(OCC(=O)OCc3nnc(-c4ccccc4)o3)ccc12
 : 4	.	.	-4	3	0	.	.
COc1ccc2c3c(n(C)c2c1)[C@@H](CO)N(C(=O)C1CCC1)CC31CCN(C)CC1
 : .	6	-7	.	.	.	-5	-2
CC(C)Sc1nc2c(c(=O)[nH]1)C(c1cccs1)C1=C(CC(C)(C)CC1=O)N2 (configuration not stated)
 : 15	37	4	-3	5	-6	2	8
Cc1cc(C)c(C(=O)Nc2ccccc2)c(CC(C)(C)C(=O)O)c1
 : -4	7	-9	-9	-1	.	-3	-12
CCO[C@@H]1OC(C(=O)Nc2ccccc2)=C[C@H](c2ccc3c(c2)OCO3)[C@H]1CCCO
 : -4	3	1&1	0	0&-2	-3&-3	-3&0	-16&1
CCCNC(=O)N(C)C[C@@H]1Oc2ncc(C3=CCCC3)cc2C(=O)N([C@H](C)CO)C[C@H]1C
 : .	4	-2	4[16.7 µM]	-9	-6	-1	-48
O=C(C1CCOCC1)N1CC(=O)N2[C@@H](CO)[C@@H](c3ccc(Br)cc3)[C@@H]2C1
 : .	-9	-4	.	8	.	.	0
CN(C)S(=O)(=O)c1cc(NC(=O)COC(=O)Cc2ccc(Br)cc2)ccc1Cl
 : .	4	.	-3	14	-6	.	.
COc1ccc(Cl)cc1N1C(=O)CC(N2CCN(S(=O)(=O)c3ccccc3F)CC2)C1=O (configuration not stated)
 : 4	-1	-4	-2	0	3	-3	-18
Cc1oc2ccc(OC(=O)N3CCOCC3)cc2c1C(=O)OC(C)C
 : 2	.	.	5	4	0	.	.
CCOC(=O)C(N)CSC1CC(=O)N(c2ccc(OC)cc2)C1=O (configuration not stated)
 : 0	6	8	5	.	-1	2	-10
C[C@@H]1CCCCO[C@@H](CN(C)S(C)(=O)=O)[C@@H](C)CN([C@H](C)CO)C(=O)c2cc(NS(=O)(=O)c3ccccc3)ccc2O1
 : .	2	-14	11[16.7 µM]	5	2	1	-3
Cc1ccc(OCc2ccccc2C)c([N+](=O)[O-])n1
 : -5	-9	-17	.	.	-2	.	-56
CCC(C(=O)Nc1ccc2c(c1)OCCO2)n1c(=O)[nH]c2ccccc2c1=O (configuration not stated)
 : 5	7	.	4	-1	-2	-3	-4
CCS(=O)(=O)c1nc(S(=O)(=O)c2ccc(C)cc2)c(NCCCN2CCOCC2)s1
 : -11	-6	-7	.	2	10	4	-16
CN(C)Cc1cn(CC[C@H]2CC[C@H](NC(=O)Nc3ccc4c(c3)OCO4)[C@@H](CO)O2)nn1
 : 3	6	-18	0[16.7 µM]	7	5	.	-7
CC(=O)N(c1cccc(C(F)(F)F)c1)c1nc(/C=C/C(=O)O)cs1
 : 7	32	6	.	.	.	-3	14
COc1ccc2c3c(n(C)c2c1)[C@@H](CO)N(Cc1ccncc1)CC31CCN(C(=O)NC(C)C)CC1
 : .	15	-4	.	-5	.	-15	-14
CO[C@@H]1CN(C)C(=O)c2ccc(NC(=O)C3CC3)cc2OC[C@H](C)N(Cc2ccc(F)cc2)C[C@H]1C
 : 1	1	16	24[16.7 µM]	.	86*	4	44
CCOC(=O)CC[C@H](NC(=O)Cn1cnc2c(NCc3ccccc3)ncnc21)C(=O)OCC
 : 5	7	10	0	8	1	-2	13
CC1(C(=O)NCc2cccs2)Cc2c(-c3ccccc3)ccnc2O1 (configuration not stated)
 : 9	9	43	0	-8	-3	-1	32
Cc1nn(CCO)c2ncc(C(=O)c3cc(F)ccc3O)cc12
 : 1	-14	2	6	7	0	-2	-1
C[C@@H]1CN([C@H](C)CO)C(=O)c2cc(NC(=O)C3CCCCC3)ccc2O[C@@H]1CN(C)Cc1ccc(Cl)c(Cl)c1
 : .	-3	-2	-8[16.7 µM]	-11	2	-1	.
CO[C@@H]1CN(C)C(=O)c2cc(NC(=O)C3CCOCC3)ccc2OC[C@@H](C)N(Cc2ccc(F)cc2)C[C@H]1C
 : 5	-7	0	.	-1	-1	-3	-2
C[C@H]1CN([C@@H](C)CO)C(=O)Cc2cc(NS(=O)(=O)c3ccc(Cl)cc3)ccc2O[C@@H]1CN(C)Cc1ccccc1
 : .	?	0	-9[16.7 µM]	.	-3	3	12
Cc1cc(C)n2nc(C(=O)Nc3ccc(S(=O)(=O)N(C)C)cc3)nc2n1
 : -10	-15	-1	4	-4	-7	-2	-14
COc1ccc(N(CC(=O)NCc2ccc3c(c2)OCO3)S(=O)(=O)c2c(C)nn(C)c2C)cc1
 : -1	-8	-5	-9	0	-1	3	5

# More entries:
# Values run as follows: FN deposition inh	LGR2 antag	EWS-Fli inh	miR-122 sensor	PGC1a acetyl inh	Cneo AK release	CASP6 VEID inh	PAX8 inh HTS
CC1CCN(S(=O)(=O)c2ccc(C(=O)Nc3nnc(-c4ccco4)o3)cc2)CC1
 : -1	2	34	.	.	1	-4	8
O=C(N/N=C\c1ccccc1F)c1ccc(-c2ccccc2)cc1
 : 4	-23	.	.	0	-2	-3	-46
CCN(CC(=O)Nc1cc(OC)ccc1OC)Cc1nc2ccccc2c(=O)[nH]1
 : -13	6	-13	2	11	1	0	15
C=CCSc1nnc(NC(=O)CCNC(=O)c2ccccc2Cl)s1
 : -22	-12	10	0	.	0	-1	-11
CCOC(=O)C(C#N)C(c1cccnc1)c1c(C)[nH][nH]c1=O (configuration not stated)
 : -1	.	.	-2	7	2	.	10

# Profiles, looked up by structure. Order of values: FN deposition inh, LGR2 antag, EWS-Fli inh, miR-122 sensor, PGC1a acetyl inh, Cneo AK release, CASP6 VEID inh, PAX8 inh HTS
# `C=CCSc1nnc(NC(=O)CCNC(=O)c2ccccc2Cl)s1` as listed: -22, -12, 10, 0, ., 0, -1, -11
# `CCOC(=O)C(C#N)C(c1cccnc1)c1c(C)[nH][nH]c1=O` (configuration not stated) as listed: -1, ., ., -2, 7, 2, ., 10
